Rab9 promoter act: activators of Rab9 promoter | Huh7 Rab9 promoter-luciferase reporter, luminescence, 24 h | Potency, µM (top dose mostly 9.22 µM), without a hit: top-dose activation, negative = inhibition, hits mostly activators | 320,000 compounds, 2.8% hits | AID 485297; also: % of control where 0% means no effect; nearly all actives have a fitted effect of over 60% in size
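Steps: seed 1500 Huh7 Rab9-luc cells per well, rest 2 h at 37 °C; add compound in DMSO; incubate 24 h; add luciferase reagent, 10 min ambient; read luminescence.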
RORg inh: inhibitors of mouse ROR gamma transcriptional activity. Drosophila S2 Gal4-RORgamma UAS-luciferase reporter, 20 h. AID 2551. P51450. Potency, µM (titrated, usually from 53.6 µM), for the others: at the top dose activity change, negative = inhibition, hits mostly inhibitors. 310,000 compounds, 5.4% hits; also: % is scaled to controls: 0 for no effect and ±100 for the full control effect; nearly all actives have a fitted effect of over 60% in size
Target sequence (P51450 whole entry, looked up, the tested form may be a part): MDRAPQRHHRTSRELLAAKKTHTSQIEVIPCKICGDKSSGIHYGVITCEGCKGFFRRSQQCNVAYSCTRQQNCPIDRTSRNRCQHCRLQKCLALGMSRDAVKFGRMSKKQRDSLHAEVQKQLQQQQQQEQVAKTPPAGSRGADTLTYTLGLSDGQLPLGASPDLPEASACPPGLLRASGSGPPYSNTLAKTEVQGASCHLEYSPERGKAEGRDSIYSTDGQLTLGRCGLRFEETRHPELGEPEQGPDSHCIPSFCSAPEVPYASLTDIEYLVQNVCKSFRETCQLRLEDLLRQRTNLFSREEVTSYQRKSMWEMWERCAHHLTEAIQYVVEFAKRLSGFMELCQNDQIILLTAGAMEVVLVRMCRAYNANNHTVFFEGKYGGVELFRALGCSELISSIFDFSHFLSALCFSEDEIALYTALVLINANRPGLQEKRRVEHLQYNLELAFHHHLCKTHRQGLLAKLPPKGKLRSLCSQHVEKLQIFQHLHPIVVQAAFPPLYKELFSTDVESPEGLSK
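Compounds are pin-transferred onto Drosophila Schneider cells expressing a copper-inducible Gal4–ROR gamma transactivation domain fusion. After 1 hr, copper sulfate is added to 700 uM final; luciferase is read 20 hr later.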
NPC1 prom act: NPC1 promoter activation; Huh7 NPC1 promoter luciferase reporter, 24 h; Potency, µM (highest dose often 9.22 µM), for the others: at the highest dose activation, hits mostly activators; 320,000 compounds, 2.4% hits;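 also: % of control where 0% means no effect; nearly all actives have a fitted effect of over 60% in size; reporter is driven by a mutant NPC1 promoter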
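Luminescence from an NPC1 promoter-driven luciferase reporter in stably transfected Huh7 cells was measured after 24 h compound treatment at 37 °C, followed by 10 min ambient incubation with luciferase detection reagent.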
BRCA1 expr act: activators of BRCA1 expression | 380,000 compounds, 1.1% hits | MCF7-BRCA1-FFLuc reporter, luminescence, 48 h; response scale: scaled: vehicle 0%, 10 µM genistein 100% | Potency, µM (top dose mostly 46.1 µM), without a hit: at the highest dose activation, most hits filed as activators; also: nearly all actives have a fitted effect of over 80% in size; some results filed as inactive show a strong effect at the top dose
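Using MCF7 cells harboring a BRCA1 firefly luciferase reporter, plated 2 h before compound pinning, the screen measured luminescence after 48 h incubation. Responses were normalized to DMSO and 10 microM genistein, then fitted for concentration-effect.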
MBNL1 CUG block: inhibitors of human MBNL1 binding to CUG repeat RNA. Q9NR56. TR-FRET MBNL1-His/biotin-(CUG)12 binding, 665/545 ratio. Potency, µM (titrated, usually from 57.5 µM), for the others: at the top dose activity change, negative = inhibition, usual class: inhibitors. 280,000 compounds, 0.036% hits. AID 2675; active = well fitted inhibition curve with a large enough effect in the signal ratio, with a control signal flat, not every such curve was filed as active; inconclusive = small, poorly fitted or top-dose-only effect, or effect the other way, or a change in a side signal; inactive = no such curve, though single readings can be large or run the other way; the % refers to the signal ratio; also: % is scaled to controls: 0 for no effect and ±100 for the full control effect
Target sequence (Q9NR56 whole entry, looked up): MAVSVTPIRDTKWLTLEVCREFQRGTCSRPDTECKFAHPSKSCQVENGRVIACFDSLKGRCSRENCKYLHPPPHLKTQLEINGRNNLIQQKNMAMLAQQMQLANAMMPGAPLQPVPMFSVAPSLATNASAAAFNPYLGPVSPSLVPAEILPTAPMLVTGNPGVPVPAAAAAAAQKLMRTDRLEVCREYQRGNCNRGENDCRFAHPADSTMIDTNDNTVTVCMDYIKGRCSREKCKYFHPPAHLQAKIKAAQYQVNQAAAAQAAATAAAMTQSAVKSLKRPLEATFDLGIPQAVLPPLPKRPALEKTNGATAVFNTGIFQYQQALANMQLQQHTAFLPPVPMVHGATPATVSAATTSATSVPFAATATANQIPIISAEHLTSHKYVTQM
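His-tagged MBNL1 binding to biotinylated (CUG)12 RNA was measured by TR-FRET using terbium anti-His antibody (0.055 ng/ul final) and streptavidin-XL665 (5 nM final). Compounds were titrated 92 nM to 58 uM; 60 min at room temperature.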
uPA surface inh: inhibitors of cell surface uPA generation; cell surface uPA generation assay, qHTS; 330,000 compounds, 0.31% hits; Potency, µM (series often up to 38.3 µM), inactives show at the top dose activity change, negative = inhibition, actives largely listed as inhibitors; active = well fitted inhibition curve with a large enough effect; inconclusive = small, poorly fitted or top-dose-only effect; inactive = no such curve, though single readings can be large or run the other way; tested in mouse RAW 264.7 cells; also: % is scaled to controls: 0 for no effect and ±100 for the full control effect; nearly all actives have a fitted effect of over 55% in size
VP16 counter: Gal4-VP16 reporter inhibition counter-screen; Drosophila S2 Gal4-VP16 UAS-luciferase, luminescence, 20 h; Potency, µM (top dose mostly 53.6 µM), for the others: at the highest dose activity, negative = inhibition, most hits filed as inhibitors; 310,000 compounds, 3.5% hits;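 also: Gal4-VP16 expression switched on by copper sulfate through the metallothionein promoter; % is scaled to controls: 0 for no effect and ±100 for the full control effect; nearly all actives have a fitted effect of over 50% in size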
FLuc counter: inhibits or activates purified firefly luciferase, miR-21 counter-screen; P08659; purified FLuc, Km substrates, luminescence inhibition; 360,000 compounds, 6.9% hits; Potency, µM (titrated, usually from 57.5 µM), for inactives: at the highest dose activity change, negative = inhibition, most hits filed as inhibitors;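 also: plate controls were vehicle for no effect and reference inhibitor for full effect; nearly all actives have a fitted effect of over 55% in size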
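Biochemical qHTS of compounds, final roughly 60 µM downward over six points, against 10 nM purified firefly luciferase using Km concentrations of substrates (10 uM D-luciferin, 10 uM ATP) in Tris acetate pH 7.5 buffer; luminescence output.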
p53 reactivation: restores transcriptional activity of mutant p53; 320,000 compounds, 0.063% hits; H1299 p53-A138V BP100-luciferase reporter, luminescence, 24 h; Potency, µM (highest dose often 92.2 µM), for inactives: top-dose activity change, positive = activation, actives largely listed as activators; also: % of control where 0% means no effect; nearly all actives have a fitted effect of over 45% in size
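H1299 (p53-null), stable ts p53-A138V + BP100-Luc; 1000 cells/well, Opti-MEM/10% FBS; cpd 4 pt, 1:5; 24 h, 37 deg C, 5% CO2; detection reagent 10 min RT; luminescence.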
ELG1 genotox: induces genotoxicity in HEK293T cells with luciferase-tagged ELG1 | 330,000 compounds, 1.3% hits | HEK293T ELG1-luciferase reporter, luminescence, 16 h | Potency, µM (series often up to 46 µM), for the others: top-dose activity change, positive = activation, actives largely listed as activators | AID 504466; also: % of control where 0% means no effect; nearly all actives have a fitted effect of over 60% in size
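ELG1-luciferase HEK293T cells, 2,000/well; compound pinned in; 16 hr, 37 °C, 5% CO2; ONE-Glo, 30 min RT; luminescence on CCD imager.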
* hit, by the source's call; ? = inconclusive; / = no result given; & = joins results of further samples; [ ] = remark or other dose. Unless noted, calls follow the shape of the dose curve; as a rule, active = well fitted curve in the direction sought with a large enough effect; inconclusive = small, poorly fitted or top-dose-only effect, or another doubt; inactive = no such curve, though single readings can be large; an effect the other way counts as inactive or inconclusive. Potency is read from the fitted curve at half-maximal effect.

Second line of a record: Rab9 promoter act | RORg inh | NPC1 prom act | BRCA1 expr act | MBNL1 CUG block | uPA surface inh | VP16 counter | FLuc counter | p53 reactivation | ELG1 genotox
COC(=O)c1ccccc1NC(=O)CSc1nc(C)cc(C)n1
    28% | -5% | -2% | -26% | / | 3% | 1% | -3% | -5% | 2%
CCCCc1nc2cc(C(=O)N3CCCC(COC)C3)ccc2o1 (stereo not given)
    4µM* | 37% | 4µM* | 88% | -10% | 0% | 16% | 17µM* | ? | ?
O=c1ccc(NS(=O)(=O)c2ccccc2)cn1Cc1ccc(Cl)c(Cl)c1
    -6% | 38% | 13% | -21% | ? | 1% | -3% | -5% | -2% | -6%
CN(C)c1ccc(C(CNC(=O)c2ccc(-c3ccccc3)cc2)N2CCOCC2)cc1 (stereo not given)
    -2% | / | 0% | / | / | / | / | 0% | -6% | 1%
CCn1c(SCc2nc3ccccc3[nH]2)nnc1-c1ccccc1OC
    19% | 67% | -1% | -24% | -8% | 3% | 1% | -7% | -9% | -9%
Cc1c(Cl)c([N+](=O)[O-])nn1CCCC(=O)N1CCN(c2ccccc2)CC1
    0% | 32% | 9% | 7% | ? | -1% | 1% | 2% | 0% | -1%
COc1ccc(S(=O)(=O)N2CCCCC2)cc1NC(=O)CCc1nc2ccccc2c(=O)[nH]1
    -3% | / | -6% | 5% | / | 0% | / | 0% | -1% | 0%
COc1cc2c(cc1OC)C(C)N(C(=O)C(NC(=O)c1ccccc1)C(C)C)CC2 (stereo not given)
    -1% | -13% | -2% | 1% | 0% | 0% | -3% | 1% | 3% | -6%
O=S(=O)(c1ccccc1C(F)(F)F)N1CCN(S(=O)(=O)c2ccccc2C(F)(F)F)CC1
    -1% | -5% | -3% | 0% | -6% | / | 10% | 1% | -3% | 2%
COCC(=O)N(C)C[C@H]1N[C@@](C)(C(=O)OC)[C@H]2C(=O)N(C)C(=O)[C@@H]12
    / | / | / | -7% | / | 14% | / | / | 11% | 2%
CC(=O)c1cccc(NC(=O)CN2CCN(Cc3ccccc3)CC2)c1
    -3% | 16% | -8% | 1% | 1% | 3% | -1% | 1% | -22% | -8%
COc1ccc(-n2c(C)c(C(C)=O)c(C(C)=O)c2C)cc1OC
    6% | 5% | 0% | -2% | 0% | 11% | -2% | 6% | -4% | -4%
Cc1cccc(NS(=O)(=O)c2cc(C(=O)OCC(=O)Nc3cc(C)on3)ccc2C)c1
    2% | -20% | -5% | -8% | -2% | -2% | -6%[0.365 µM] | 6% | 3% | 1%
CSc1nc(N2CCN(c3ccccc3)CC2)cc(N2CCN(c3ccccc3)CC2)n1
    3% | -5% | 5% | 10% | / | 0% | 6% | -2% | -3% | -5%
CC(=O)c1ccc(N(CC(=O)NC2CCCCC2)C(=O)c2csnn2)cc1
    -7% | 8% | 0% | 51% | -5% | -2% | 1% | 1% | ? | 10%
Cc1c(F)cccc1NS(=O)(=O)c1ccc2c(c1)n(C)c(=O)c(=O)n2C
    -2% | -13% | -1% | -17% | -5% | -1% | -5% | -1% | 12% | 0%
CCC(c1nnnn1C1CCCC1)N1CCN(c2ccccc2F)CC1 (stereo not given)
    9% | -11% | 1% | -20% | 0% | -2% | -4% | 5% | 4% | 2%
Cc1cc(C)c(C(=O)Nc2ccccc2)c(CC(C)(C)C(=O)O)c1
    0% | 0% | 5% | 6% | -18% | -3% | -1% | 0% | 1% | 1%
Cc1nc(N2CCN(c3ccccc3)CC2)nc2c1C(=O)CCC2
    -5% | 13% | 0% | -6% | 1% | 1% | -3% | 4% | -6% | -21%
COc1ccc(C2C(C(=O)N3CCOCC3)CCC(=O)N2c2cc(OC)c(OC)c(OC)c2)cc1 (stereo not given)
    -2% | ? | -6% | 2% | -4% | -1% | 0% | 3% | 8% | 0%
O=C(COc1cc(Cl)c(Cl)cc1Cl)Nn1cnnc1
    -5% | 3% | 3% | 0% | -9% | 1% | -5% | -3% | 6% | -19%
COCCCn1c(=O)c2sccc2n2c(CCCC(=O)NCc3cccc(OC)c3)nnc12
    4% | -7% | -4% | 11% | -3% | 0% | -6% | 2%&-2% | -2% | -2%
COC(=O)Cc1c[nH]c2cccc(OCC(O)CN(Cc3ccc([N+](=O)[O-])cc3)C(C)(C)C)c12 (stereo not given)
    7% | 10% | -5% | -54% | ? | 7% | 2% | -6% | -6% | -11%
Fc1ccc(Cn2nnnc2CN2CCN(C3CCCC3)CC2)cc1
    0% | -13% | 6% | 10% | 3% | -8% | -1% | 1% | 10% | 2%
O=C(NC1CCCc2ccccc21)C1CCC(CNS(=O)(=O)c2cccc3nsnc23)CC1 (stereo not given)
    4% | -7% | 0% | -11% | ? | 7% | -3% | -1% | -5% | -9%
COc1ccc(N(CC(=O)NCCc2ccc(C)cc2)S(=O)(=O)c2c(C)noc2C)cc1
    0% | 35% | 1% | -22% | -8% | -5% | -1% | 2% | 2% | -9%
O=C(Cc1ccccc1)NC(NNc1ccccc1)(C(F)(F)F)C(F)(F)F
    -5% | 12% | 4% | -4% | -13% | 5% | 14% | 2% | 13% | 0%
C=C(C)CN(CC)c1ccc(N2C(=O)CCCC2=O)cc1[N+](=O)[O-]
    -2% | 6% | -2% | -5% | ? | -8% | -5% | -2% | -2% | 1%
O=C(NCc1cc([N+](=O)[O-])ccc1O)c1cc(-c2ccncc2)nc2ccccc12
    0% | 14µM* | -1% | -21% | 12% | 9% | 8.9µM* | ? | 1% | -9%
COCCCNC(=S)NC1CC2CCCC(C1)N2Cc1cccs1 (stereo not given)
    4% | 10µM* | 1% | -1% | -20% | -5% | -2% | 7% | 1% | 3%

4 entries from above, with tabs.
SMILES	Rab9 promoter act	RORg inh	NPC1 prom act	BRCA1 expr act	MBNL1 CUG block	uPA surface inh	VP16 counter	FLuc counter	p53 reactivation	ELG1 genotox
Fc1ccc(Cn2nnnc2CN2CCN(C3CCCC3)CC2)cc1	0%	-13%	6%	10%	3%	-8%	-1%	1%	10%	2%
COc1cc2c(cc1OC)C(C)N(C(=O)C(NC(=O)c1ccccc1)C(C)C)CC2 (stereo not given)	-1%	-13%	-2%	1%	0%	0%	-3%	1%	3%	-6%
COc1ccc(C2C(C(=O)N3CCOCC3)CCC(=O)N2c2cc(OC)c(OC)c(OC)c2)cc1 (stereo not given)	-2%	?	-6%	2%	-4%	-1%	0%	3%	8%	0%
COCCCNC(=S)NC1CC2CCCC(C1)N2Cc1cccs1 (stereo not given)	4%	10µM*	1%	-1%	-20%	-5%	-2%	7%	1%	3%

Entries listed above that bear a hit mark in RORg inh:
Molecule,RORg inh,NPC1 prom act,MBNL1 CUG block,uPA surface inh,p53 reactivation
O=C(NCc1cc([N+](=O)[O-])ccc1O)c1cc(-c2ccncc2)nc2ccccc12,14µM*,-1%,12%,9%,1%
COCCCNC(=S)NC1CC2CCCC(C1)N2Cc1cccs1 (stereo not given),10µM*,1%,-20%,-5%,1%

(next part)
Second line of a record: Rab9 promoter act | RORg inh | NPC1 prom act | BRCA1 expr act | MBNL1 CUG block | uPA surface inh | VP16 counter | FLuc counter | p53 reactivation | ELG1 genotox
CC(C)(C)NC(=O)Cn1nnc(-c2ccccc2NC(=O)c2cnccn2)n1
    -2% | -10% | -2% | 3% | -7% | -5% | -3% | -3% | 0% | 2%
N#Cc1ccccc1Sc1ccccc1C(=O)OCC(=O)NC1CCS(=O)(=O)C1 (stereo not given)
    -1% | 1% | 1% | 3% | -5% | -1% | -14% | -1% | 3% | 2%
COc1ccc(N(Cc2cc3ccc(C)cc3[nH]c2=O)C(C)=O)cc1
    -6% | -2% | -2% | -14% | 5% | -4% | 1% | 1% | -21% | -6%
O=C(/C=C/c1ccccc1)Nc1cccnc1
    2.2µM* | 2% | 2.2µM* | ? | 21% | ? | -11% | 6.7µM* | -5% | ?
COc1ccc(N2CCN(C(=O)c3ccc(CS(=O)Cc4ccc(Cl)cc4)o3)CC2)cc1 (stereo not given)
    4% | 37% | -5% | -18% | 5% | 1% | 12% | 1% | -19% | -6%
O=C(Nn1c(SCc2ccc([N+](=O)[O-])cc2)nc2ccccc2c1=O)c1ccc(F)cc1
    ? | 8% | 17% | ? | 5% | 6% | 0% | 17µM* | / | ?
CN(C)c1ccc(NC(=S)NC23CC4CC(CC(C4)C2)C3)cc1
    ? | 2µM* | -2% | 30% | 5% | 3% | 5µM* | 12µM* | ? | ?
CCC1(CC)NC(=O)N(CC(=O)OCC(=O)Nc2cc(OC)ccc2OC)C1=O
    -4% | / | -4% | 2% | / | -4% | / | 1% | -4% | 3%
O=S(=O)(c1cc(Cl)ccc1Cl)N1CCN(Cc2ccco2)CC1
    5% | 19% | 6% | -10% | 1% | 4% | 1% | 3% | -19% | 8%
N=c1c(S(=O)(=O)c2ccc(Cl)cc2)cc2c(=O)n3ccccc3nc2n1C1CCCCC1
    15% | -28% | 28% | 0% | -1% | -8% | 28% | ? | ? | ?
Nc1nc(N)c(N=Nc2ccc(C(=O)O)cc2)c(N)n1
    16% | 20% | -2% | -1% | ? | -3% | -16% | -17% | -1% | 0%
CCCn1c(NCc2cccs2)nc2ccccc21
    -1% | -2% | 0% | 12% | -3% | 1% | 2% | -20% | 0% | -7%
